Compound activity: PubChem BioAssay, National Center for Advancing Translational Sciences (NCATS)
Gal4-VP16 FLuc = Gal4-VP16 reporter inhibition counter-screen. Drosophila S2 Gal4-VP16 UAS-luciferase, luminescence, 20 h. Potency, µM (titrated, usually from 53.6 µM), for the others: at the highest dose activity, negative = inhibition, most hits filed as inhibitors. actives 3.5% (n = 310,000). AID 2546;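 note: Gal4-VP16 expression switched on by copper sulfate through the metallothionein promoter; potency is the fitted concentration of half-maximal effect; % is set by controls: 0 for no effect and ±100 for the full control effect; nearly all actives have a fitted effect of over 50% in size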
FLuc modulator = firefly luciferase modulation, counter-screen for miR-21 project; P08659; purified FLuc, Km substrates, luminescence inhibition; Potency, µM (doses to about 57.5 µM), inactives show at the highest dose activity change, negative = inhibition, actives largely listed as inhibitors; actives 6.9% (n = 360,000); AID 588342;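 note: potency is the fitted concentration of half-maximal effect; plate controls were vehicle for no effect and reference inhibitor for full effect; nearly all actives have a fitted effect of over 55% in size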
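Purified P. pyralis luciferase (10nM final) with 10uM D-luciferin and 10uM ATP (Km levels) in 50mM Tris acetate pH 7.5, 10mM Mg acetate, 0.01% Tween-20, 0.05% BSA; qHTS 6-point titration, ~60 µM downward; luminescence read.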
Rab9 prom act = Rab9 promoter activation. Huh7 Rab9 promoter-luciferase reporter, luminescence, 24 h. actives 2.8% (n = 320,000). AID 485297. Potency, µM (doses to about 9.22 µM), inactives show at the highest dose activation, negative = inhibition, actives largely listed as activators; note: potency is the fitted concentration of half-maximal effect; % of control where 0% means no effect; nearly all actives have a fitted effect of over 60% in size
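Huh7 cells stably carrying Rab9 promoter–luciferase reporter, plated 1500 cells/well, compound added after 2 h and incubated 24 h at 37 °C; luciferase luminescence then read after 10 min with detection reagent.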
Menin-MLL TR inh = inhibitors of human menin-MLL interaction, mutant MLL peptide; O00255; Menin + Texas Red MLL mutant peptide, fluorescence polarization; Potency, µM (titrated, usually from 61.6 µM), for the others: at the top dose FP activity change, negative = inhibition, actives largely listed as inhibitors; actives 0.23% (n = 270,000); active = well fitted inhibition curve with a large enough effect in the polarisation, with a control signal flat, not every such curve was filed as active; inconclusive = small, poorly fitted or top-dose-only effect, or effect the other way, or a change in a side signal; inactive = no such curve, though single readings can be large or run the other way; the % refers to the polarisation; note: potency is the fitted concentration of half-maximal effect; % of control where 0% means no effect; many of its hits are not listed in these tables
MBNL1-CUG inh = blocks human MBNL1 binding to CUG repeat RNA; Q9NR56; TR-FRET MBNL1-His/biotin-(CUG)12 binding, 665/545 ratio; Potency, µM (top dose mostly 57.5 µM), inactives show top-dose activity change, negative = inhibition, hits mostly inhibitors; actives 0.036% (n = 280,000); AID 2675; active = well fitted inhibition curve with a large enough effect in the signal ratio, with a control signal flat, not every such curve was filed as active; inconclusive = small, poorly fitted or top-dose-only effect, or effect the other way, or a change in a side signal; inactive = no such curve, though single readings can be large or run the other way; the % refers to the signal ratio; note: potency is the fitted concentration of half-maximal effect; % is set by controls: 0 for no effect and ±100 for the full control effect
Target sequence (Q9NR56 whole entry, looked up): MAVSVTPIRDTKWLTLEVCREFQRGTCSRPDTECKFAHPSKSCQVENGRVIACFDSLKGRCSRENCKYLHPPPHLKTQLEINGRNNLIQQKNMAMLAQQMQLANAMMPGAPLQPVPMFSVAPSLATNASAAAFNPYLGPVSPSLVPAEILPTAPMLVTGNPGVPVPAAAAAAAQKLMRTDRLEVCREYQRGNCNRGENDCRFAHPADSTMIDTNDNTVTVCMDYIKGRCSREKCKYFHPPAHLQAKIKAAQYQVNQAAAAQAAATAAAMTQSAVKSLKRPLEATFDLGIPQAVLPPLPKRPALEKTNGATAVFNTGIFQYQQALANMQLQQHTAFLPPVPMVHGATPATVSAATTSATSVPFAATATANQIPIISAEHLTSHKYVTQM
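Compound titration spanned 92 nM–58 uM against the MBNL1-His/biotin-(CUG)12 complex. After 60 min at room temperature with 5 nM streptavidin-XL665 and 0.055 ng/ul terbium anti-His, ratiometric 665/545 nm emission (Ex 340 nm) normalized to controls.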
PKM2 act = PKM2 (human) enzyme activation. Potency, µM (highest dose often 57.5 µM), without a hit: at the highest dose activation, usual class: activators. P14618. purified PKM2, Kinase-Glo ATP luminescence, activation; response scale: 0% is enzyme alone, no compound. actives 0.34% (n = 260,000); note: potency is the fitted concentration of half-maximal effect; % is set by controls: 0 for no effect and ±100 for the full control effect; nearly all actives have a fitted effect of over 55% in size
Target sequence (P14618 whole entry, looked up): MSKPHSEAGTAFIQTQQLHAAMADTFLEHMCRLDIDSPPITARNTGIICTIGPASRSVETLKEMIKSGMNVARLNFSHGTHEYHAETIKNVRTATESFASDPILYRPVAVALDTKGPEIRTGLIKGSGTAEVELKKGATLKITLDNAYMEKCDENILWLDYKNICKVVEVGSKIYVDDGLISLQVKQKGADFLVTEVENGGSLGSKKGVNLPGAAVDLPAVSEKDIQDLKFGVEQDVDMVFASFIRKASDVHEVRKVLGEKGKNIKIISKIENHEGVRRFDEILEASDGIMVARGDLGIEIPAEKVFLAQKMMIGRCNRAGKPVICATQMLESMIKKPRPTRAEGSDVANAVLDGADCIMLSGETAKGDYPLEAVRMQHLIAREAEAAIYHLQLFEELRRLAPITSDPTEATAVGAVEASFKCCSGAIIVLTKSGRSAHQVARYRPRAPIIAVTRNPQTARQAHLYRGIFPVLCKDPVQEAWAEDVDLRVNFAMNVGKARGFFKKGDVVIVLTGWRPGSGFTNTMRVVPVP
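Purified hPK-M2 (>95%) run at intermediate activity with 0.1 mM ADP and 0.5 mM PEP in 50 mM imidazole pH 7.2, KCl, MgCl2; 1 h room temperature. ATP formed read by Kinase-Glo luminescence; normalized to uninhibited and no-enzyme controls.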
Mito fusion yeast = inhibitors of mitochondrial division or activators of mitochondrial fusion; S. cerevisiae fusion-defective mutant growth rescue, CellTiterGlo 48 h; Potency, µM (top dose mostly 46.1 µM), for inactives: at the top dose growth rescue (activation), hits mostly activators; actives 0.23% (n = 320,000); AID 485298;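 note: potency is the fitted concentration of half-maximal effect; % of control where 0% means no effect; nearly all actives have a fitted effect of over 45% in size; temperature-sensitive fusion mutants such as fzo1-1 at 37 °C on non-fermentable ethanol glycerol medium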
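Luminescent cell viability in 1536-well qHTS format served as the measure of rescued growth in ts fusion-mutant S. cerevisiae cultured on non-fermentable YPEG for 48 hours at 37C.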
ELG1 DNA repair = ELG1-dependent DNA repair inhibition. actives 2.3% (n = 330,000). HEK293T ELG1-luciferase reporter, luminescence, 16 h; DNA damage induced by 5-fluorouridine. Potency, µM (top dose mostly 46.1 µM), inactives show at the top dose activity change, negative = inhibition, hits mostly inhibitors; note: potency is the fitted concentration of half-maximal effect; % is set by controls: 0 for no effect and ±100 for the full control effect; nearly all actives have a fitted effect of over 55% in size
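5-Fluorouridine DNA damage + compound/DMSO, 2,000 cells/well, 16 h, 37 °C/5% CO2. ONE-Glo, 30 min RT, luminescence. Readout = decrease in reporter signal.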
RORg inh = blocks mouse ROR gamma transcriptional activity; P51450; Drosophila S2 Gal4-RORgamma UAS-luciferase reporter, 20 h; Potency, µM (highest dose often 53.6 µM), for the others: at the top dose activity change, negative = inhibition, most hits filed as inhibitors; actives 5.4% (n = 310,000); AID 2551; note: potency is the fitted concentration of half-maximal effect; % is set by controls: 0 for no effect and ±100 for the full control effect; nearly all actives have a fitted effect of over 60% in size
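Drosophila S2 cells stably expressing Gal4-DBD/mouse RORγ fusion under metallothionein promoter plus UAS-luciferase; compound 1 h, then 700 uM CuSO4 induction for 20 h at ambient temperature; inhibition read as reduced luminescence.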
NPC1 prom act = activators of NPC1 promoter; Huh7 NPC1 promoter luciferase reporter, 24 h; actives 2.4% (n = 320,000); Potency, µM (highest dose often 9.22 µM), for the others: at the highest dose activation, hits mostly activators; AID 485313;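 note: potency is the fitted concentration of half-maximal effect; % of control where 0% means no effect; nearly all actives have a fitted effect of over 60% in size; reporter is driven by a mutant NPC1 promoter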
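Readout is luciferase luminescence, reflecting NPC1 promoter activation in stably transfected Huh7 cells after 24 h compound exposure at 37 °C in reduced-serum medium with 10% FBS.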
KCNH2 3.1 inh = blocks the human KCNH2 3.1 channel isoform | U2OS KCNH2 3.1, thallium flux FluxOr; stronger effect = lower value | activity change, % (tested at about 1.8 µM) | actives 0.95% (n = 340,000) | AID 720553;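 active = maximum activity change below -70%; inconclusive = maximum activity change from -70% to -50%; inactive = maximum activity change above -50%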;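 note: thallium influx rate constant from kinetic fluorescence after stimulation buffer; % is set by controls: 0 for no effect and ±100 for the full control effect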
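Measured as rate of thallium-driven FluxOr signal in transduced U2OS cells carrying the 3.1 channel, read kinetically for 2 min upon stimulation; values are rate constants scaled to DMSO control wells.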
* = called active by the depositor; ? = inconclusive; · = not tested or not shown; [ ] = remark or other dose. Unless noted, calls come from the whole dose curve; as a rule, active = well fitted curve in the direction sought with a large enough effect; inconclusive = small, poorly fitted or top-dose-only effect, or another doubt; inactive = no such curve, though single readings can be large; an effect the other way counts as inactive or inconclusive. Not all compounds are listed; count on the stated rates, not on these rows.

SMILES | Gal4-VP16 FLuc | FLuc modulator | Rab9 prom act | Menin-MLL TR inh | MBNL1-CUG inh | PKM2 act | Mito fusion yeast | ELG1 DNA repair | RORg inh | NPC1 prom act | KCNH2 3.1 inh
O=C(Nc1ccc(C(=O)O)cc1)/C(=C\C=C\c1ccccc1)NC(=O)c1ccc(Br)cc1 | -12.7% | ? | -1.5% | ? | 15.9% | 8.2% | -2.3% | 11.5% | 6.1% | -10.2% | -3.9
COc1ccc(-c2nn(CCC(=O)O)cc2/C=C2\SC(N)=NC2=O)cc1 | -3.6% | -4.7% | 0.3% | 9.7% | ? | -5.2% | -8.1% | ? | -3.2% | 0.4% | -7.3
COc1ccc(C2C(C(=O)Nc3cccc(OC)c3)c3ccccc3C(=O)N2C)cc1 (stereo unspecified) | -8.2% | -2.9% | 1.7% | 1.9% | -6.6% | · | 16.2% | -1.1% | -12.4% | 1.4% | -12.9
O=C1CC(N2CCN(Cc3ccc4c(c3)OCO4)CC2)C(=O)N1CCc1ccccc1 (stereo unspecified) | -4.0% | 3.7% | -2.8% | ? | -3.7% | -8.8% | 1.9% | -16.9% | 14.6% | -1.6% | 9.3
NC(=O)CSc1nnc2n(-c3ccccc3)c(=O)c3c4c(sc3n12)CCCCC4 | -2.8% | 1.5% | -3.4% | -10.3% | -6.8% | 20.3% | 1.7% | 10.6% | -18.0% | -3.2% | 14.5
COC(=O)C1=C(C)N(Cc2ccco2)C(=O)/C1=C\c1ccc([N+](=O)[O-])cc1 | -3.6% | -4.0% | 0.4% | 30.5%[activator] | ? | ? | 4.7% | -16.5% | -2.8% | -0.3% | -1.9
CCCCN(C)C(=O)c1nc2ccccn2c1CNCCCn1nnc2ccccc21 | 12.4% | 0.0% | -11.5% | -8.4% | 11.6% | -1.6% | 4.6% | -14.1% | -0.3% | 1.9% | 9.2
CCN(C(=O)C(C)N1C(=O)/C(=C/c2cccs2)SC1=S)C1CCS(=O)(=O)C1 (stereo unspecified) | -3.4% | 5.6% | -11.4% | · | ? | · | 31.3% | 2.1% | -17.1% | 0.6% | 8.8
O=C(CCc1ccccc1)NN1C(=O)C2C3C=CC(C3)C2C1=O (stereo unspecified) | 3.9% | 3.1% | -5.1% | 0.8% | 7.7% | -2.8% | -4.4% | -2.3% | 15.5% | -2.1% | 6.6
CS(=O)(=O)N1CCC(C(=O)NNC(=O)Nc2ccc(F)c(Cl)c2)CC1 | 9.9% | -1.6% | -0.5% | 11.7% | -1.9% | -3.4% | 0.6% | 10.7% | -24.3% | 1.6% | -5.7
O=C(CCC1CCCC1)Nc1ccon1 | 2.4% | -0.7% | -4.0% | -0.6% | -3.0% | -0.2% | -2.2% | 12.9% | 4.7% | -2.0% | -14.5
Cc1ccc(C(=O)Nc2ccc(NC(=O)c3ccco3)c(C)c2)cc1 | -8.3% | 5.36µM* | 29.6% | 2.9% | 0.8% | 3.2% | 2.1% | ? | 17.5% | 20.8% | 0.1
O=C(O)/C(=C\c1cccs1)c1ccccc1 | -3.5% | -14.9% | -6.4% | 6.5% | -27.6% | 0.1% | -1.0% | -4.1% | -16.1% | -0.6% | -2.7
CCOC(=O)c1nnn(-c2nc(N3CCCC3)nc(N3CCCC3)n2)c1-c1ccccc1 | -4.8% | -0.2% | -5.8% | ? | -0.1% | 0.5% | 1.7% | -14.4% | -16.8% | -3.1% | 4.1
Cc1cccc(OCCCC(=O)NNC(=O)c2ccc(F)cc2)c1 | · | 4.4% | -0.5% | · | · | · | -5.2% | 17.1% | · | 4.2% | -6.1
CCCc1cc(=O)n2[nH]c(NCc3ccccc3F)nc2n1 | 0.4% | -1.7% | 2.3% | 13.6% | -10.5% | -0.7% | -0.5% | -2.2% | -1.2% | -1.8% | 6.0
Cc1ccc(S(=O)(=O)Cc2nc3ccccc3c(=O)[nH]2)cc1 | 1.2% | 4.0% | 1.1% | 0.1% | 8.0% | -0.3% | -1.4% | 1.0% | 1.4% | 1.3% | 15.7
Cc1ccc(/C=C/C(=O)c2ccccc(=O)c2O)cc1C | 3.55µM* | ? | -1.4% | -1.4% | 29.2% | 4.1% | 16.6% | 20.6µM* | 2.82µM* | 13.0% | 1.6
CCOC(=O)c1cc(=O)n2nc(-c3ccccc3F)nc2s1 | 3.0% | ? | 7.9% | -11.3% | 7.9% | 4.8% | 1.9% | 16.3% | -9.9% | -3.1% | -18.7
Cc1nc2ccc(Br)cc2c2c1CC(CO)O2 (stereo unspecified) | 1.9% | 0.9% | -7.3% | 10.1% | 3.4% | · | -5.6% | 0.6% | -7.8% | 0.3% | -8.8
COc1ccc(N2CC(C(=O)Nc3cc(C)ccn3)CC2=O)cc1 (stereo unspecified) | -4.2% | 0.2% | -2.3% | · | -14.8% | -1.8% | 1.0% | -5.8% | 0.7% | 2.5% | -0.3
Cc1cc(C)n(C2CC(=O)N(c3ccc(Cl)c(Cl)c3)C2=O)n1 (stereo unspecified) | 2.3% | 1.2% | 1.7% | · | · | -5.3% | 7.7% | -8.7% | 14.2% | 2.8% | 0.2
CCCN1C(=O)c2ccc(C(=O)NCc3ccco3)cc2C1=O | 5.8% | 3.4% | -0.5% | 24.7% | ? | ? | -0.5% | -10.5% | -133.1% | -2.7% | 2.3
CCOC(=O)c1c(C)nc2sc3c(=O)n(-c4ccc(OC)cc4)cnc3c2c1-c1ccc(OC)cc1 | -26.0% | -0.7% | -1.2% | ? | -7.8% | -8.6% | 0.4% | -9.1% | 16.2% | -5.2% | -2.3
CN1/C(=C/C(=O)c2ccc(Cl)cc2)Sc2cc3c(cc21)OCO3 | -21.3% | -15.8% | ? | ? | 346.4%[activator] | 6.9% | 2.9% | ? | 20.3% | ? | -0.3
O=C(Cn1nc(-c2ccccc2)c2ccccc2c1=O)NCCO | 2.4% | -2.7% | -6.5%[1.84 µM] | 6.2% | -3.2% | · | -2.3% | -4.6% | -1.4% | -6.1% | -16.5
CCOP(=O)(OCC)C(NC(=O)Nc1c(C)cc(C)cc1C)c1ccccc1 (stereo unspecified) | -6.6% | -3.6% | 10.7% | ? | 1.0% | 5.5% | 1.0% | 20.8% | -2.6% | -0.5% | 13.7
Cc1n[nH]c(=S)n1-c1cccc(Cl)c1 | ? | -2.8% | -4.2% | -1.2% | -11.9% | -20.6% | 1.6% | 15.6% | 11.2µM* | -0.8% | -0.2
O=C(Nc1cccc(Cl)c1)c1ccc(-n2cncn2)c([N+](=O)[O-])c1 | 1.2% | -12.7% | -3.9% | 35.6%[activator] | ? | 2.3% | -0.3% | ? | ? | -1.5% | -5.1
CCN(c1ccccc1)S(=O)(=O)c1ccc2[nH]cc(C(=O)NCCOC)c(=O)c2c1 | 3.5% | 0.9% | -5.6% | 18.5% | 1.1% | -7.5% | -1.8% | ? | -4.8% | -2.5% | 30.0
CCOC(=O)CSc1nc2sc(C)c(C)c2c(=O)[nH]1 | -18.3% | -1.1% | -2.8% | ? | -1.9% | -0.6% | 8.9% | ? | 0.0% | -1.8% | 10.0
O=C(OCC(=O)N1CCOCC1)c1ccc[nH]c1=O | -6.9% | 2.5% | 6.9% | 1.1% | 2.4% | 0.0% | 0.1% | 0.0% | 0.9% | -0.6% | 2.3
COc1ccc(C(=O)c2c[nH]cc2-c2ccccc2)cc1 | -9.6% | -10.7% | 0.7% | 2.7% | -19.7% | -0.4% | 8.3% | 13.2% | 18.4% | -4.3% | 7.3
O=C(NNc1nc(-c2ccccc2)c2cc(Br)ccc2n1)c1ccc(S(=O)(=O)N2CCOCC2)cc1 | 12.6µM* | 2.6% | -2.3% | -8.8% | 10.5% | -1.4% | -7.1% | ? | 7.94µM* | -1.0% | -42.7
CCN1C(=O)N(CC)c2cccc3cccc1c23 | 9.2% | -1.6% | 0.4% | -5.5% | 2.5% | -3.5%[11.5 µM] | -3.7% | -5.9% | 19.0% | -4.4% | 9.5
CCOc1ccc2nc(SCC(=O)Nc3cc(C)on3)c(C)cc2c1 | -9.1% | 4.3% | 2.9% | 19.5% | 31.0%[activator] | ? | -4.5% | ? | 4.6% | -6.0% | -0.7
